Mtb RmlCD inh = M. tuberculosis RmlC/RmlD coupled enzyme inhibitors, primary screen, biochemical, compound mixtures, 384-well, from 1536-well plates. dTDP-4-dehydrorhamnose reductase (Mycobacterium tuberculosis (strain ATCC 25618 / H37Rv)) …. RmlC+RmlD coupled enzyme assay, percent inhibition; primary screen in compound mixtures. inhibition, % at 3.6 µM. actives 0.03% (n = 160,000). AID 1533, 2009; in the data active means inhibition mostly above about 34%, no sharp cut-off; inconclusive means no clear call, values can overlap the other calls; inactive means mostly below about 22%; further: some results filed as inactive read as strong as hits
Target sequence (P9WH09 whole entry, looked up): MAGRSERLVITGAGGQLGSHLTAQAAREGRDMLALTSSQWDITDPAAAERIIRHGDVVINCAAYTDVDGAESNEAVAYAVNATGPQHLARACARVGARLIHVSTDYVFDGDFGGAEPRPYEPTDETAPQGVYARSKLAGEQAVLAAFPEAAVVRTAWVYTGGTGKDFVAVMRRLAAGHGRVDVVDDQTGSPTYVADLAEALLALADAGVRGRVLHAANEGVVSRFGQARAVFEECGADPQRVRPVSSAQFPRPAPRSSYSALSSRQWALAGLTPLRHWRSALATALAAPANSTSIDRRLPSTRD
Target sequence (P9WH11 whole entry, looked up): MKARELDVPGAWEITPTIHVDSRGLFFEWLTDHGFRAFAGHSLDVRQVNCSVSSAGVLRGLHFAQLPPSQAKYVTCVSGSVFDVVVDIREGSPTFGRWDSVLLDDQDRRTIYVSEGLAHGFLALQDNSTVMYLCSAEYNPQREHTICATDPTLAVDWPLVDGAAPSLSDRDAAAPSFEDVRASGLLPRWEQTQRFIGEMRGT
GlmU inhibition = inhibition of mycobacterial GlmU enzyme – biochemical, glucosamine-1-phosphate acetyltransferase (AID 1376); Bifunctional protein GlmU (Mycobacterium tuberculosis (strain ATCC 25618 / H37Rv)); M. tuberculosis GlmU acetyltransferase enzyme assay; higher % means a stronger effect; inhibition, %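 (tested at 30 µM in the primary screen)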, or IC50 in µM where a hit was titrated; actives 0.25% (n = 220,000); in the data active means inhibition above about 13%; inconclusive means no clear call, values can overlap the other calls;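 further: 0% = complete reaction with vehicle and 100% = reaction without substrate; strong numbers were not always called active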
* = called active by the depositor; ? = inconclusive; · = not tested or not shown.

Every second line gives: Mtb RmlCD inh | GlmU inhibition
- CC12C(=O)N(c3ccccc3C(=O)O)C(=O)C1C1C=CC2C1 (configuration not stated)
 : 1.7 | 3.5%
- Cc1cccc(/C=N/n2c(C)nnc2C)c1
 : · | -7.1%
- CNC(=O)C1(C)C=CCN1C(=O)c1ccccc1 (configuration not stated)
 : · | -1.4%
- O=Cc1ccc(Sc2nnc(-c3ccccc3)o2)c([N+](=O)[O-])c1
 : 32.8 | -1.1%
- Nc1nc(-c2ccco2)nn1C(=O)c1cccnc1
 : · | 0.1%
- CC(C)CCNC(=O)c1ccc2c(SCC(=O)O)c3c(nc2c1)CCCC3
 : 9.3 | 4.3%
- O=C(CSc1nc2ccc(Nc3nc(N4CCOCC4)nc(N4CCOCC4)n3)cc2s1)NCc1ccco1
 : -3.6 | 6.0%
- O=C1c2ccccc2S(=O)(=O)c2cc(C(=O)N3CCCC3)ccc21
 : · | -7.3%
- O=C(Cn1nnc(-c2ccc(N3CCOCC3)cc2)n1)OC1CCCCC1
 : 0.2 | -2.9%
- O=S(=O)(c1ccccc1)N1CC1c1ccccc1 (configuration not stated)
 : -9.2 | 1.4%
- N#C/C(C(=O)Oc1ccccc1)=C1\C=Cc2ccccc2N1
 : -4.9 | 0.7%
- COc1ccc(S(=O)(=O)NCc2ccc(C(=O)N(C)Cc3ccco3)cc2)cc1
 : · | -1.2%
- CSc1cccc(NC(=S)N(CCCN2CCCC2)Cc2cccs2)c1
 : 5.2 | 1.9%
- O=Cc1cn(Cc2ccccc2[N+](=O)[O-])c2ccccc12
 : -6.3 | -2.7%
- O=C(COC(=O)Cc1n[nH]c(=O)c2ccccc12)Nc1ccc(Cl)cc1F
 : 2.7 | -0.8%
- O=C(O)CCC(=O)NC1CCCCC1
 : · | -0.4%
- NS(=O)(=O)c1cccc(NC(=O)COC(=O)CC2CC3CCC2C3)c1 (configuration not stated)
 : 7.3 | 2.8%
- O=C(CSc1nc(-c2ccco2)cc(C(F)(F)F)n1)N1CCCc2ccccc21
 : 4.6 | 1.5%
- Cc1nc(N)nc2c1CCCC2
 : · | 2.1%
- O=C(CCN1C(=O)c2ccccc2C1=O)N1CCN(c2ccccc2)CC1
 : 3.2 | 3.1%
- COc1ccc(OC)c(NC(=S)N2CCC(C(O)(c3ccccc3)c3ccccc3)CC2)c1
 : 15.0 | 2.2%
- CCC(C)NS(=O)(=O)c1ccc(S(=O)(=O)Nc2cc3c(cc2C(C)=O)OCO3)cc1 (configuration not stated)
 : · | -3.9%
- CCOCCCNC(=O)C(NC(=O)C1CCC(=O)N1)c1ccc(C)cc1 (configuration not stated)
 : 1.8 | 1.5%
- O=C(CN1CCN(c2ccc(Cl)cc2)CC1)NCc1ccccc1
 : · | 1.8%
- O=c1c2c(-c3ccc(Cl)cc3)csc2nc2n1CCC2
 : · | 0.0%
- CCOc1ccc(N(CC(=O)Nc2ccc(OC)cc2)S(C)(=O)=O)cc1
 : 13.8 | 0.9%
- Cc1[nH]c2ccccc2c1/C=N/NC(=O)CNC(=O)c1ccc2c(c1)OCCO2
 : -13.7 | -6.1%
- Cc1ccc(S(=O)(=O)Nc2ccccc2-c2ccccc2)cc1
 : · | -1.6%
- CN1c2cccc3cccc(c23)N(C)C1c1cccs1
 : 2.2 | -3.2%
- COc1cccc(/C=C/C(=O)OCC(=O)NCC2CCCO2)c1OC (configuration not stated)
 : 8.6 | -3.8%
- Cc1cccc(NC(=S)N2CCOCC2)c1C
 : 5.7 | 3.7%
- CCOc1ncccc1C(=O)OCC(=O)c1c(N)n(C)c(=O)n(C)c1=O
 : -2.2 | -3.3%
- Cc1cc(C(=O)CSc2nc(N)cc(N)n2)c(C)n1CCc1ccc(F)cc1
 : · | -2.1%
- O=C(NCc1nc2ccccc2[nH]1)C1=C[C@@H](c2ccc3c(c2)OCO3)C[C@@H](OCc2ccc(CO)cc2)O1
 : · | 0.0%
- Cc1sc2c(c1C)c(=O)n(-c1ccccc1)c(=O)n2CC(=O)NCC1CCCO1 (configuration not stated)
 : -2.4 | -2.7%
- O=C(NC(Nc1nc2ccc([N+](=O)[O-])cc2s1)(C(F)(F)F)C(F)(F)F)c1cccnc1
 : 11.0 | -2.0%
- CN(C)C(=O)c1nc2ccc(Cl)cn2c1CNCc1ccccc1OC(F)(F)F
 : · | -4.8%
- CC(C)C[C@H]1C(=O)N2CCC[C@H]2[C@]2(O)O[C@](NC(=O)C3C=C4c5cccc6[nH]c(Br)c(c56)C[C@H]4N(C)C3)(C(C)C)C(=O)N12 (some centres not stated)
 : · | -6.2%
- COc1ccc(-c2cc([C@H]3[C@@H]4C=CCC[C@@]4(C)C(=O)N3Cc3ccccc3)ccc2F)cc1OC
 : · | 0.3%
- Cc1cccc(N2CCN(Cc3cnc(Cl)s3)CC2C)c1 (configuration not stated)
 : · | -0.8%
- COc1ccc(C(=O)NCC2CCCO2)cc1OC (configuration not stated)
 : -5.4 | -0.9%
- COC(=O)CNC(=O)c1ccccc1F
 : · | 6.0%
- C=CCn1c(SCc2nc3sc(C(=O)O)c(C)c3c(=O)[nH]2)nnc1-c1ccc(C(C)(C)C)cc1
 : 3.8 | 11.7%
- O=C(c1ccc2c(=O)n(Cc3ccco3)c(=S)[nH]c2c1)N1CCN(c2ccccc2)CC1
 : 15.1 | ·
- COCCNC(=O)/C(C#N)=C/c1cc(Br)c(O)c(OC)c1
 : -14.2 | -4.0%
- CCOc1ccccc1C(=O)Nc1cc(Cl)ccc1O
 : · | -5.8%
- CC12CCC(C(=O)Nc3ccccc3Cl)([C@H](Br)C1=O)C2(C)C (some centres not stated)
 : · | 0.2%
- CC(C)c1ccc(C2CC(c3ccc(Br)cc3)=NN2C(N)=S)cc1 (configuration not stated)
 : 2.3 | 2.5%
- Cc1nn(-c2ccccc2)c(N2CCCC2)c1/C=N/NC(=O)c1ccccc1O
 : 9.3 | -5.3%
- OCCC1CN(CCCn2cccn2)CCN1C1CCCCC1 (configuration not stated)
 : -7.9 | -3.2%
- Cc1cc(-n2c(=O)c(C#N)cc3c(=O)n4ccccc4nc32)no1
 : · | 7.6%
- COc1ccccc1N(C)S(=O)(=O)c1ccc(C(=O)Nc2ccc(N3CCOCC3)cc2)cc1
 : 11.5 | -0.4%
- CCOC(=O)c1ccc(NC(=S)NCCCN2CCOCC2)cc1
 : 4.0 | -4.0%
- CCN(CC)C(=O)CSc1ncnc2c1cnn2-c1ccccc1
 : · | -5.2%
- Cc1ccc(N/N=C(/Sc2nnnn2-c2ccccc2)C(=O)c2ccccc2)cc1
 : -5.8 | 6.2%
- O=C1NC(=O)C(CCc2ccncc2)(Cc2ccc([N+](=O)[O-])cc2)C(=O)N1
 : · | 2.4%
- Cc1cc(OC(=O)c2ccc3ccccc3c2)c([N+](=O)[O-])c(=O)[nH]1
 : 5.2 | -4.6%
- O=C(Cn1nc(-c2ccc3c(c2)OCCO3)ccc1=O)Nc1ccc(-n2cnnn2)cc1
 : 76.3 | 6.0%
- COc1cc(/C=N/NC(=O)C2C3CCCCC32C)cc(Br)c1O (configuration not stated)
 : · | 4.0%
- Cc1cccc(OCc2nnc(SCn3nnc4ccccc4c3=O)o2)c1
 : -9.5 | 9.1%

Further results.
Every second line gives: Mtb RmlCD inh | GlmU inhibition
- CN(C)CCCNC(=O)/C(=C\c1ccc(-c2ccc(Br)cc2)o1)NC(=O)c1ccccc1
 : 2.1 | -7.8%
- COCCCN1C(=O)/C(=C/c2ccc(CNS(=O)(=O)c3ccccc3)o2)C(C(=O)OC)=C1C
 : 43.1 | -5.7%
- COc1cc(/C=C(/C#N)c2nc3ccccc3[nH]2)ccc1Oc1ncccc1[N+](=O)[O-]
 : 1.7 | -1.3%
- COCCN1C(=O)N[C@@H](c2cccs2)C(C(=O)OC)=C1C
 : · | -0.5%
- Cc1cccc(NCc2cc(Cl)ccc2O)n1
 : · | -3.1%
- CC(CNC(=O)COc1ccccc1)OC(=O)Nc1ccc(Cl)c(Cl)c1 (configuration not stated)
 : 12.8 | -1.4%
- Cc1cccc(OCCNc2ccc(C(F)(F)F)cc2[N+](=O)[O-])c1
 : · | 9.4%
- Cc1ccc(-n2c(O)c(C=NCc3ccccn3)c(=O)[nH]c2=S)cc1
 : · | 8.2%
- C#Cc1ccc([C@@H]2C=C(C(=O)NC3CC3)O[C@H](OCCCCO)C2)cc1
 : · | 1.7%
- CC1CCN(CC(=O)N2CCCc3c2c(=O)oc2ccc(OCc4ccccc4)cc32)CC1
 : · | -2.7%
- CC(C)=CCc1c(O)cc(O)c2c1OC(c1ccc(O)cc1)CC2=O (configuration not stated)
 : · | -3.5%
- Clc1ccc(-n2nnnc2-c2cnc(-c3ccccn3)nc2-c2cccs2)cc1
 : -0.2 | 5.3%
- Cc1ccc(C2NC(=NCc3ccccc3)Nc3nc(C)cc(=O)n32)cc1 (configuration not stated)
 : -2.1 | 2.2%
- Cc1ccc(S(=O)(=O)NNC(=O)C2COc3ccccc3O2)cc1C (configuration not stated)
 : -8.6 | 0.8%
- O=C(Cn1cnc2c(nnn2-c2ccc(F)cc2)c1=O)NCC1CCCO1 (configuration not stated)
 : · | 4.7%
- C=CCn1c(O)c(C(CC)=Nc2ccc(NC(C)=O)cc2)c(=O)[nH]c1=O
 : 11.1 | -2.5%
- Cc1ccc(OCCC(=O)OCC(=O)C(C)(C)C)cc1
 : 0.5 | ?
- COC(=O)/C(C(C)=O)=C(\C=C\N(C)C)N(C)C
 : · | -0.1%
- CC(C)(C)NC(=O)/C(=C\C=C\c1ccccc1)NC(=O)c1ccc([N+](=O)[O-])cc1
 : · | 1.2%
- CCOn1c(=O)c(-c2ccc(Cl)cc2)[n+]([O-])c2ccccc21
 : · | 4.0%

A second format for four compounds above.
structure	Mtb RmlCD inh	GlmU inhibition
CC(C)=CCc1c(O)cc(O)c2c1OC(c1ccc(O)cc1)CC2=O (configuration not stated)	·	-3.5%
Clc1ccc(-n2nnnc2-c2cnc(-c3ccccn3)nc2-c2cccs2)cc1	-0.2	5.3%
Cc1ccc(C2NC(=NCc3ccccc3)Nc3nc(C)cc(=O)n32)cc1 (configuration not stated)	-2.1	2.2%
Cc1ccc(S(=O)(=O)NNC(=O)C2COc3ccccc3O2)cc1C (configuration not stated)	-8.6	0.8%

Going on with the list.
Every second line gives: Mtb RmlCD inh | GlmU inhibition
- CCOC(=O)c1c(NC(=O)C2=C(C)NC(=S)NC2c2ccccc2C(F)(F)F)sc(C)c1C (configuration not stated)
 : · | 0.8%
- COCc1nnc(NC(=O)c2ccc(S(=O)(=O)N(CC(C)C)CC(C)C)cc2)o1
 : · | 2.2%
- Cc1onc(-c2ccccc2)c1C(=O)N1CCN(C(=O)c2ccco2)CC1
 : -3.3 | 3.9%
- Cc1cc([N+](=O)[O-])nn1CC(=O)Nc1cccc2nonc12
 : 6.5 | -2.4%
- CC(C)(CNC(=O)C1CCCC1)CNC(=O)C1CCCC1
 : · | -2.6%
- CCN1C(=O)N[C@@H](c2ccc(Br)cc2)C(C(C)=O)=C1C
 : · | -4.2%
- COc1ccc(Cl)cc1N(CC(=O)N1CCN(Cc2ccccc2)CC1)S(C)(=O)=O
 : 8.7 | 2.7%
- O=C(CSc1ncn(-c2ccccc2)n1)Nc1nc2c(s1)CCCC2
 : -7.4 | -3.8%
- C/C(=N\O)c1sc(-c2ccccc2)nc1C
 : 5.0 | -0.4%
- Cc1cccc(CSCc2nnc(N)s2)c1
 : 16.9 | -4.1%
- CCN(CC)S(=O)(=O)c1cc(C)c(C)cc1Br
 : · | -6.2%
- CCn1cc(C(=O)O)c(=O)c2cc(F)c(N3CCN(C(=S)NC(=O)c4ccc(Br)cc4)CC3)cc21
 : -10.3 | -3.1%
- NN1C(=O)c2cccc3c(C(=O)O)ccc(c23)C1=O
 : 11.2 | -4.0%
- CCO/N=C/C1=C(O)C(C(=O)OC)C(C)(C)CC1=O (configuration not stated)
 : -2.6 | -0.3%
- O=C(NC1CCCc2ccccc21)C1CCN(S(=O)(=O)c2ccccc2F)CC1 (configuration not stated)
 : 22.3 | 1.8%
- COc1ccc(Br)c(/C=N/NC(=O)COc2ccc(-c3ccccc3)cc2)c1
 : 24.6 | 3.6%
- O=c1[nH]nc(Cc2ccc3ccccc3n2)c2ccccc12
 : -2.1 | 3.7%
- CCN(CC)CCn1c(N)c(S(=O)(=O)c2ccccc2)c2nc3ccccc3nc21
 : 15.4 | -6.2%
- CC(C)C(=O)Nc1cccc(NC(=S)NC(=O)c2ccc(Cl)cc2)c1
 : · | -0.3%
- COC(=O)CNC(=O)C(C)(C)Oc1ccc(Cl)cc1
 : -7.2 | -0.3%
- O=C(CC(c1ccccc1)c1ccco1)Nc1nccs1 (configuration not stated)
 : · | 0.6%
- COC(=O)c1cc2c(ccn2-c2ccc(F)cc2)n1CC(=O)N1CCN(C(=O)c2ccco2)CC1
 : 4.5 | 1.0%
- CC(=O)N1CCN(c2ccc(NC(=O)/C=C/c3ccccc3)cc2)CC1
 : · | 1.5%
- CCOC(=O)C1=C(C)NC(=O)NC1c1ccc(OCC(=O)N2CCCCC2)cc1 (configuration not stated)
 : -11.5 | -1.0%
- Cc1cccc2cc(COC(=O)C3CCCO3)c(=O)[nH]c12 (configuration not stated)
 : 11.8 | -3.8%
- CCCCNc1nc2ccccc2[nH]1
 : 15.3 | 1.4%
- O=C(Nc1ccc(S(=O)(=O)N2CCCCC2)cc1)C1CCCN(C(=O)c2ccc(Cl)cc2)C1 (configuration not stated)
 : -3.8 | 5.0%
- NC(N)=N/N=C/c1ccc2cccc(OCc3ccccc3)c2n1
 : -12.0 | -2.0%
- CCCNS(=O)(=O)c1ccc(OCC(=O)NCc2ccc3c(c2)OCO3)cc1
 : -2.7 | -4.2%
- COc1ccccc1N(CC(=O)N/N=C/c1c(O)ccc2ccccc12)S(C)(=O)=O
 : -10.6 | 1.3%
- CCOc1ccc(C(=O)NCc2ccccn2)cc1
 : 2.9 | -1.1%

Some of the compounds tested, so the mix of outcomes need not match the whole.
